Nrf2 block: inhibitors of Nrf2 signaling | A549 ARE-Fluc reporter, luciferase luminescence, 18-24 h | Potency, µM (top dose mostly 46 µM), without a hit: at the top dose activity change, negative = inhibition, most hits filed as inhibitors | 360,000 tested, 2.1% active | AID 504444; note: potency is the fitted concentration of half-maximal effect; % is set by controls: 0 for no effect and ±100 for the full control effect; nearly all actives have a fitted effect of over 60% in size
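Nrf2 function is reported as luminescence of an ARE-controlled luciferase in A549 cells. Compounds were tested at several concentrations, and a CellTiter-Fluor read on the same wells flagged cytotoxicity.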
A549 tox: kills or reduces viability of A549 cells in Nrf2 counter-screen | 390,000 tested, 0.16% active | Potency, µM (series often up to 46 µM), for the others: top-dose activity change, negative = cytotoxicity, actives largely listed as inhibitors | A549 ARE-Fluc cells, CellTiter-Fluor viability, 18-24 h; note: potency is the fitted concentration of half-maximal effect; % is set by controls: 0 for no effect and ±100 for the full control effect
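A549 ARE_Fluc cells in 5% FBS OPTI-MEM were exposed to compounds in concentration-response for 18-24 h at 37 deg C. Viability was read by CellTiter-Fluor fluorescence (Ex 405/Em 525) after 30 min, before the luciferase read.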
HepG2 viability: HepG2 cytotoxicity, counter-screen for TGF-b inhibitors. 410,000 tested, 0.76% active. HepG2 CAGA-GFP viability, ATP luminescence, 18 h. Potency, µM (series often up to 46.1 µM), without a hit: top-dose activity change, negative = cytotoxicity, usual class: cytotoxic; note: potency is the fitted concentration of half-maximal effect; some results filed as inactive show a strong effect at the top dose
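HepG2 CAGA-GFP cells (1000/well, DMEM with 1% FBS) received compound, then TGF-beta at 500 pg/mL final, and were incubated 18 hours at 37 degrees C. Viability was read by CellTiter-Glo luminescence. Media-only wells were set as complete cell-killing and DMSO as no toxicity.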
Abeta yeast res: compounds reversing amyloid beta toxicity in yeast; Potency, µM (titrated, usually from 46.1 µM), without a hit: top-dose growth rescue, usual class: activators; 410,000 tested, 0.063% active; yeast expressing A-beta42, growth rescue, OD600, 48 h; response scale: 0% DMSO, 100% iron-clioquinol control; note: potency is the fitted concentration of half-maximal effect; nearly all actives have a fitted effect of over 55% in size
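Yeast growth medium received pinned compounds, then yeast cells expressing toxic A-beta were added; plates incubated at 30 C for 48 hr. Growth read as absorbance at 600 nm, normalized to DMSO and equimolar FeCl3 plus clioquinol controls.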
Akt phos inh: Akt phosphorylation inhibition; 360,000 tested, 0.32% active; activity change, % for hits at 50 µM; Neuro2A IGF-stimulated pAkt S473 HTRF, 20 min; active compounds read low; in the data active = activity change below about -80%; inconclusive = mostly about -51% to -80%; note: % is set by controls: 0 for no effect and ±100 for the full control effect
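Neuro2A cells in DMEM with 0.5% FBS, overnight at 37 deg C, given compound at single 50 µM final, then IGF (6 nM final) for 20 min at 37 deg C. Lysed; phospho-Akt Ser473 by HTRF after 24 h, 665/615 ratio.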
MmCpn inh: blocks the Methanococcus maripaludis chaperonin Mm-Cpn | Potency, µM (doses to about 76.9 µM), for inactives: at the top dose activity, negative = inhibition, usual class: inhibitors | 330,000 tested, 0.031% active | purified Mm-Cpn ATPase, ADP Transcreener TR-FRET; note: potency is the fitted concentration of half-maximal effect; % is set by controls: 0 for no effect and ±100 for the full control effect; nearly all actives have a fitted effect of over 80% in size
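Purified archaeal chaperonin (25 nM final) was preincubated with compound for 10 min at 37°C, then ATP (10 uM final) was added for 30 min at 37°C in Tris pH 7.4/KCl/MgCl2/DTT buffer. ADP was quantified by HTRF Transcreener TR-FRET.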
Nrf2 ARE act: activates Nrf2 signaling. 410,000 tested, 0.31% active. AID 624171. Potency, µM (doses to about 46.1 µM), without a hit: at the top dose activation, most hits filed as activators. AREc32 ARE-luciferase reporter (MCF7-derived line), luminescence, 24 h; note: potency is the fitted concentration of half-maximal effect; % of control where 0% means no effect; nearly all actives have a fitted effect of over 65% in size
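Nrf2 activation is followed as ARE-luciferase induction in the AREc32 line after one day of compound treatment; luminescence is read with Steady-Glo.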
CCT chaperon mod: cytosolic chaperonin activity modulation | purified chaperonin ATPase assay, HTRF ADP detection, 30 min | 360,000 tested, 0.3% active | activity change, % (no concentration beside the values), hits read low; in the data active = activity change below about -30%; note: % is set by controls: 0 for no effect and ±100 for the full control effect
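First, chaperonin was dispensed at 40 nM or 20 nM final depending on batch activity. Next, compounds were pinned at 76 uM and ATP added at 10 uM. After 30 min at 37 °C, ADP detection reagents ran 30 min at ambient temperature.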
TGFb SMAD3 inh: blocks TGF-b signaling | HepG2 CAGA-GFP TGF-b/SMAD3 reporter, GFP fluorescence, 18 h; TGF-beta stimulated, 500 pg/mL final | Potency, µM (series often up to 46.1 µM), inactives show at the highest dose activity, negative = inhibition, actives largely listed as inhibitors | 410,000 tested, 1.2% active | AID 588855; note: potency is the fitted concentration of half-maximal effect; % is set by controls: 0 for no effect and ±100 for the full control effect; nearly all actives have a fitted effect of over 65% in size
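TGF-beta reporter screen: HEPG2 CAGA-GFP, 1% FBS, 500 pg/mL TGF-beta final, 18 h; per-cell GFP summed per well; curves fitted and categorized by class.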
Numbers without * were called inactive; i = inactive; ? = inconclusive; / = no result given; [ ] = another dose, or the depositor's remark. Unless noted, calls come from the whole dose curve; as a rule, active = well fitted curve in the direction sought with a large enough effect; inconclusive = small, poorly fitted or top-dose-only effect, or another doubt; inactive = no such curve, though single readings can be large; an effect the other way counts as inactive or inconclusive.

SMILES | Nrf2 block | A549 tox | HepG2 viability | Abeta yeast res | Akt phos inh | MmCpn inh | Nrf2 ARE act | CCT chaperon mod | TGFb SMAD3 inh
O=S(=O)(NCCCc1ccccc1)c1ccc(Cl)cc1 | -17.0% | 1.5% | -3.2% | -23.3% | i | -0.9% | 0.2% | -4.0 | -54.5%
CN(C(=O)c1ccno1)c1nnc(-c2cccnc2)s1 | 6.2% | 2.4% | -2.4% | -15.3% | i | -7.1% | 0.3% | -10.7 | -35.2%
O=C(CSc1ncn[nH]1)N/N=C/c1ccc(F)cc1 | -2.8% | 0.4% | 0.6% | -15.7% | i | / | -0.4% | -0.3 | -0.8%
CCN(CC(=O)Nc1c(F)cccc1F)C(=O)Cc1csc(-c2ccc(OC)c(OC)c2)n1 | 1.2% | -7.9% | -3.6% | -11.3% | i | -3.3% | 0.6% | -2.6 | -0.7%
CCOC(=O)c1ccc(OC(=O)c2cn(-c3ccc(C)cc3)c(=O)c3ccccc23)cc1 | / | 4.4% | -16.4% | 7.2% | / | / | 0.7% | / | 21.7%
COc1ccc(Br)c(C(=O)Nc2cccc(S(=O)(=O)N3CCOCC3)c2)c1 | -11.3% | 9.3% | -8.4% | 6.2% | i | 0.8% | -0.7% | 0.3 | -0.4%
CCOC(=O)C1=C(C)N(c2ccccc2)C(=O)/C1=C\c1cccs1 | -18.2% | -9.3% | 5.5% | -0.5% | i | -1.4% | 2.9% | -2.0 | -1.4%
Cc1c(C#N)c(NC(=O)CCl)n(Cc2ccc(F)cc2)c1C | 18.4µM* | -25.4% | 11.2µM* | 2.5% | i | 0.4% | ? | -2.6 | 17.8µM*
COc1cc2c(cc1NC(=O)c1cncc(Br)c1)oc1ccccc12 | ? | -4.2% | -29.2% | 6.3% | i | -0.6% | -0.3% | 0.4 | 0.0%
COc1cccc(C(=O)OCC(=O)NC2CCCc3ccccc32)c1O (stereo not given) | -7.2% | 2.4% | -10.3% | -15.5% | i | -1.5% | 0.1% | 0.3 | -8.9%
COc1ccc(C(=O)CC(=O)C(=O)NCCc2cccc(C)c2)cc1 | 0.2% | -5.8% | 11.9% | 3.1% | i | -3.7% | 3.8% | -3.1 | -16.8%
Cc1ccc(-c2csc(C3=C(O)CN(NC(=O)c4ccco4)C3=N)n2)cc1 | 1.1% | -2.6% | 18.2% | 3.2% | i | 0.6% | -0.2% | -1.5 | 1.5%
CCC(Oc1ccc(F)cc1)C(=O)N1CCCCCCC1 (stereo not given) | -3.5% | 17.2% | 0.9% | 8.9% | i | -3.3% | -0.6% | -2.3 | 7.9%
OCCNc1nc(Nc2ccccc2C(F)(F)F)nc(N2CCCC2)n1 | ? | -5.2% | -4.3% | -9.6% | / | / | 0.7% | / | -23.4%
O=C(Oc1ccccc1N1CCOCC1)c1sccc1Br | 11.2% | 1.2% | 2.6% | 18.5% | i | -16.3% | 2.2% | 3.9 | -5.2%
CS(=O)(=O)N(CCc1ccccc1)CC(=O)N1CCN(c2ccccc2F)CC1 | -28.2% | -9.7% | -11.2% | 5.8% | i | 0.6% | 0.4% | 1.8 | -14.2%
COc1cc(NC(=S)NC(=O)c2ccc(F)cc2)ccc1NC(=O)c1ccco1 | 6.5% | -4.1% | -10.3% | 14.4% | i | -0.3% | -0.2% | 0.9 | ?
COc1ccc(C)cc1NC(=O)c1sc2ncn(CC(=O)N3CCCCC3)c(=O)c2c1C | -0.7% | 2.5% | 4.2% | 3.8% | i | 0.3% | -0.7% | 0.4 | -1.6%
Cc1nc(Nc2cccc(F)c2)c2oc3ccccc3c2n1 | 3.0% | 1.0% | -17.7% | -43.1%[inhibitor] | i | -1.9% | ? | 0.6 | 0.0%
CCOCC(O)CS(=O)Cc1ccccc1 (stereo not given) | -3.5% | 1.0% | -14.7% | -2.9% | i | 0.2% | -0.9% | -1.4 | 3.3%
CN(C)S(=O)(=O)c1cccc(NC(=O)C2Cc3ccccc3CN2C(=O)c2ccco2)c1 (stereo not given) | 21.6% | -4.4% | 3.2% | 2.3% | i | -6.1% | 4.8% | -0.4 | 8.8%
CN(C)c1ccc(NC(=O)CSc2nc3ccccc3c(=O)n2C2CCCCC2)cc1 | ? | ? | -3.8% | 29.9% | i | 0.2% | -0.5% | -1.6 | 17.3%
CCc1nnc(NC(=O)CCS(=O)(=O)c2ccc(C)cc2)s1 | 2.9% | -3.1% | 4.1% | -5.3% | i | 1.2% | ? | 1.6 | -23.3%
O=C(N/N=C/c1c(O)ccc2ccccc12)c1ccc(CO)nc1 | ? | -3.5% | -23.2% | 8.2% | i | -4.6% | 0.1% | -1.6 | -4.9%
COc1cc(C(=O)NC2CCN(CC(=O)NC3CCCCC3C)CC2)cc(OC)c1OC (stereo not given) | -7.1% | 3.7% | 5.2% | -6.6% | i | 1.8% | 0.3% | -1.2 | 23.5%
O=C(Nc1cccnc1)c1ccccc1Cl | 3.6% | 1.1% | 9.3% | -6.0% | i | 1.1% | 0.2% | -1.7 | 1.3%
CC12CCC(C(=O)Nc3cccc(Cl)c3Cl)([C@H](Br)C1=O)C2(C)C (stereo not given in full) | -15.6% | -9.1% | -18.3% | 15.2% | i | 1.6% | 0.1% | 2.2 | 0.0%
COc1ccc(CNc2oc(-c3ccc(COc4ccccc4C)o3)nc2C#N)cc1 | 20.6µM* | -0.2% | 14.1µM* | 8.1% | / | / | 0.1% | / | -11.4%
Cc1ccc(N=C2NC(=O)/C(=C/C=C/c3ccco3)S2)cc1 | 28.4% | ? | -0.6% | 6.3% | i | 0.1% | 2.51µM* | -8.8 | ?
O=C(NCCC1=CCCCC1)C1CCN(Cc2cnn(-c3ccccc3)c2-n2cccc2)CC1 | -18.6% | -23.1% | -27.8% | 5.1% | i | 2.6% | 5.7% | -1.3 | ?
Nc1nncn1C(=O)c1ccc(Cl)cc1Cl | 1.64µM* | -1.4% | -2.1% | 14.4% | i | 1.8% | -1.9% | -0.1 | 11.0%
CCN(CC)S(=O)(=O)c1cc(C(=O)OCC(=O)Nc2c(F)cccc2F)ccc1F | -6.2% | -2.8% | 7.7% | 20.6% | i | 2.5% | -0.8% | -5.0 | 1.6%
CN1CCc2c(sc(N)c2C(=O)O)C1 | 0.0% | -1.8% | -16.2% | -14.0% | i | -2.9% | 0.2% | -0.5 | 0.2%
O=C1c2ccccc2C(=O)c2c1cccc2N1CCCC1 | 7.3% | ? | -59.2% | -49.8%[inhibitor] | i | -3.3% | 7.7% | 0.3 | ?
C[C@H]1CN([C@@H](C)CO)C(=O)CCCn2cc(nn2)CO[C@@H]1CN(C)C(=O)c1cc(-c2ccccc2)on1 | / | / | -22.1% | 7.6% | i | / | -0.7% | -4.1 | 2.1%
O=C(CSc1ccc2ccccc2n1)NCc1ccc2c(c1)OCO2 | 15.4% | -9.3% | 6.0% | -1.7% | i | 1.6% | 0.1% | -2.2 | 16.9%
COc1ccc(NC(=O)C(c2ccccc2)N(C)C(=O)CNC(C)=O)cc1 (stereo not given) | 4.3% | -0.6% | -30.2% | 9.1% | i | 0.2% | 3.0% | -0.1 | 2.8%
CCCCNC(=O)C1c2cc(OC)c(OC)cc2C(=O)N(C)C1c1cccs1 (stereo not given) | 1.6% | 2.9% | -8.4% | 1.9% | i | -1.5% | 0.0% | 0.2 | -2.5%
COc1cccc(-c2nnc(SCC(=O)N3CCCc4ccccc43)o2)c1 | / | 2.4% | 0.9% | -23.3% | i | 0.4% | 3.7% | -1.0 | 3.1%
O=C(CN1CCc2ccccc2C1)Nc1cccc(S(=O)(=O)N2CCCC2)c1 | -17.4% | 1.7% | -0.1% | 14.1% | i | -0.4% | 0.2% | -1.2 | -0.8%
Cc1ccc(CC(=O)NC(C)CCc2ccccc2)cc1 (stereo not given) | -5.6% | -1.0% | -8.2% | 14.6% | i | -0.5% | -0.6% | 0.8 | 7.3%
Cc1ccc(S(=O)(=O)Oc2ccc(/C=N/NC(=O)c3cccnc3)cc2)cc1 | ? | 2.5% | 5.2% | 11.3% | i | -0.3% | -0.6% | 0.8 | -7.0%
CCN(CC)c1nc(Nc2ccccc2)nc(Oc2ccc(C(=O)OC)cc2)n1 | -12.1% | -0.7% | -45.0% | 19.0% | i | 1.9% | 2.2% | -5.9 | -9.0%
COCCn1c(SCC(=O)c2c(N)n(C3CC3)c(=O)[nH]c2=O)nnc1-c1cccc(C)c1 | -1.1% | 3.1% | -3.0% | 4.4% | i | -0.4% | -0.1% | 1.3 | 13.0%
CCOC(=O)N1CCN(C(=O)c2c[nH]c3ccc(S(=O)(=O)N(C)c4ccc(OCC)cc4)cc3c2=O)CC1 | 29.8% | -0.2% | -34.9% | 4.2% | i | 0.4% | -0.8% | -1.4 | -0.3%
CC(=O)c1ccc(NC(=O)/C(=C\c2ccccc2)NC(=O)/C=C/c2ccccc2)cc1 | 14.2% | 1.9% | -13.8% | 9.1% | i | 2.2% | -0.1% | -1.4 | -1.6%
COc1cc(S(=O)(=O)Nc2ncn[nH]2)ccc1Cl | -6.6% | 3.7% | -9.1% | -11.0% | i | -6.1% | 2.6% | -3.9 | -0.8%
Cn1c(-c2ccccc2)cnc1SCC(=O)NCc1ccco1 | -8.4% | 1.7% | -13.7% | 23.5% | i | 1.6% | 0.5% | -1.6 | -1.1%

Screening data as filed in PubChem.

Compounds as they come (roughly 4.3% active in at least one column).
